FLuc counter: qHTS profiling assay for firefly luciferase inhibitor/activator using purifed enzyme and Km concentrations of substrates (counterscreen for miR-21 project) | Luciferin 4-monooxygenase (Photinus pyralis), P08659 | purified FLuc, Km substrates, luminescence inhibition | 6.9% of 360,000 active | Potency, µM (doses to about 57.5 µM), inactives show top-dose activity change, negative = inhibition, most hits filed as inhibitors;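 further: potency means the concentration at half of the fitted maximal effect; plate controls were vehicle for no effect and reference inhibitor for full effect; nearly all actives have a fitted effect of over 55% in size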
Target sequence (P08659 whole entry, looked up): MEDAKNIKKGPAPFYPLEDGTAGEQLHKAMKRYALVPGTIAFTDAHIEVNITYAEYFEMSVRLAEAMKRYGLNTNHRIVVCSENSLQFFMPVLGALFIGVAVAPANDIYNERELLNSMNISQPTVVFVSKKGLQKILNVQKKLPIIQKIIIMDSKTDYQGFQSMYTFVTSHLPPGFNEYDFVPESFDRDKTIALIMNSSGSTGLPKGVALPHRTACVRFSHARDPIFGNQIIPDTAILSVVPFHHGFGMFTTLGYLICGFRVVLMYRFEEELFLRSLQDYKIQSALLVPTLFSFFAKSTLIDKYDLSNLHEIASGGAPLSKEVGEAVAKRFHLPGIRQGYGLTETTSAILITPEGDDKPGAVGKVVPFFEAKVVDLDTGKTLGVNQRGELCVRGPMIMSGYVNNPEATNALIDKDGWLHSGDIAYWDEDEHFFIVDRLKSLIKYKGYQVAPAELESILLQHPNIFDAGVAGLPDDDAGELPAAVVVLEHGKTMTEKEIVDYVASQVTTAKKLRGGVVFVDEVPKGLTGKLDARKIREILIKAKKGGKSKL
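Biochemical qHTS of compounds, final roughly 60 µM downward over six points, against 10 nM purified firefly luciferase using Km concentrations of substrates (10 uM D-luciferin, 10 uM ATP) in Tris acetate pH 7.5 buffer; luminescence output.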
VP16 counter: VP16 counterscreen qHTS for inhibitors of ROR gamma transcriptional activity | Drosophila S2 Gal4-VP16 UAS-luciferase, luminescence, 20 h | Potency, µM (doses to about 53.6 µM), without a hit: at the highest dose activity, negative = inhibition, usual class: inhibitors | 3.5% of 310,000 active | AID 2546, 2010;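 further: Gal4-VP16 expression switched on by copper sulfate through the metallothionein promoter; potency means the concentration at half of the fitted maximal effect; on the % scale 0 is the no-effect control and ±100 the full control effect; nearly all actives have a fitted effect of over 50% in size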
TRPV1 agonist: HTS Assay for Compounds that Act as Agonists of the Vanilloid Receptor 1 | Transient receptor potential cation channel subfamily V member 1 (Homo sapiens), Q8NER1 | TRPV1-expressing cells, Fluo-8 calcium influx, agonist mode | activation, % at 8.33 µM | 0.19% of 320,000 active | AID 540275, 2011; in the data active means activation above about 80%; inconclusive means between about 30% and that limit; further: 0% is about no effect
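Fluo-8 calcium influx in TRPV1-expressing cells, kinetic read (ex 480/em 520 nm). Compound added and read 3 min for agonist activity, followed by capsaicin at EC20 final and 2 min further read for enhancement.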
RORg inh: qHTS for inhibitors of ROR gamma transcriptional activity. Drosophila S2 Gal4-RORgamma UAS-luciferase reporter, 20 h. Potency, µM (highest dose often 53.6 µM), for the others: at the highest dose activity change, negative = inhibition, hits mostly inhibitors. 5.4% of 310,000 active. AID 2551, 2010; further: potency means the concentration at half of the fitted maximal effect; on the % scale 0 is the no-effect control and ±100 the full control effect; nearly all actives have a fitted effect of over 60% in size
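Schneider cells (Drosophila), stable Gal4 DBD–ROR gamma + UAS-luc; 1 hr cmpd preincubation; Cu2+ induction 700 uM final; 20 hr ambient; luminescence.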
Tb PFK block: qHTS Assay to Find Inhibitors of T. brucei phosphofructokinase; 0.17% of 330,000 active; Potency, µM (titrated, usually from 57.5 µM), inactives show at the top dose activity, negative = inhibition, hits mostly inhibitors; AID 485367, 2010; ATP-dependent 6-phosphofructokinase (Trypanosoma brucei brucei), O15648; T. brucei PFK, ADP-Glo luminescence;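 further: potency means the concentration at half of the fitted maximal effect; 0% = uninhibited 1x PFK enzyme wells and -100% = no-enzyme wells; nearly all actives have a fitted effect of over 60% in size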
Target sequence (O15648 whole entry, looked up): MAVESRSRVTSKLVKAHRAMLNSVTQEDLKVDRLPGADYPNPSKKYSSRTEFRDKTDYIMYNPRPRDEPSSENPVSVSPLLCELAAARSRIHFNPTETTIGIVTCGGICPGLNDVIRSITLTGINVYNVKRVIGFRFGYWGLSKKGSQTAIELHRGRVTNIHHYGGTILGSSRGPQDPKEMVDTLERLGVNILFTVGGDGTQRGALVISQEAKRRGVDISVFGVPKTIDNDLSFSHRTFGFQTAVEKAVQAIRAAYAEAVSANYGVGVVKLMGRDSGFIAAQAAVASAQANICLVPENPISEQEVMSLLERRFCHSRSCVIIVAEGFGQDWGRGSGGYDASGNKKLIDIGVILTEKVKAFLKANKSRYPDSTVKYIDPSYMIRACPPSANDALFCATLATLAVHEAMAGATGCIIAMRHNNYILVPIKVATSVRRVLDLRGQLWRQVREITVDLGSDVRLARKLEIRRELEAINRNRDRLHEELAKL
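ADP-Glo luminescence quantified ADP after 45 min at room temperature, with 1.25 nM T. brucei PFK, 0.1 mM ATP and 0.5 mM fructose-6-phosphate in pH 8.0 TEA buffer. qHTS titrations up to 57 µM; curves classified by quality.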
p53 reactivator: qHTS assay for re-activators of p53 using a Luc reporter; H1299 p53-A138V BP100-luciferase reporter, luminescence, 24 h; Potency, µM (titrated, usually from 92.2 µM), without a hit: at the highest dose activity change, positive = activation, actives largely listed as activators; 0.063% of 320,000 active; further: potency means the concentration at half of the fitted maximal effect; % of control where 0% means no effect; nearly all actives have a fitted effect of over 45% in size
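H1299 (p53-null), stable ts p53-A138V + BP100-Luc; 1000 cells/well, Opti-MEM/10% FBS; cpd 4 pt, 1:5; 24 h, 37 deg C, 5% CO2; detection reagent 10 min RT; luminescence.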
Rab9 prom act: qHTS Assay for Rab9 Promoter Activators; Huh7 Rab9 promoter-luciferase reporter, luminescence, 24 h; Potency, µM (top dose mostly 9.22 µM), inactives show top-dose activation, negative = inhibition, most hits filed as activators; 2.8% of 320,000 active; further: potency means the concentration at half of the fitted maximal effect; % of control where 0% means no effect; nearly all actives have a fitted effect of over 60% in size
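Huh7 reporter line, Rab9 promoter upstream of luciferase. Compound exposure 24 h at 37 °C in reduced-serum medium with 10% FBS. Read-out: luminescence.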
BRCA1 expr act: qHTS Assay to Identify Small Molecule Activators of BRCA1 Expression; MCF7-BRCA1-FFLuc reporter, luminescence, 48 h; response scale: scaled: vehicle 0%, 10 µM genistein 100%; Potency, µM (doses to about 46.1 µM), inactives show top-dose activation, most hits filed as activators; 1.1% of 380,000 active; further: potency means the concentration at half of the fitted maximal effect; nearly all actives have a fitted effect of over 80% in size; some results filed as inactive show a strong effect at the top dose
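MCF7 cells carrying a BRCA1-firefly luciferase reporter (2000 cells/well, phenol-red free MEM) were attached for 2 h at 37 °C, then given compounds for 48 h. Luminescence was read 15 min after luciferase reagent; activity normalized to genistein (10 microM) and DMSO.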
ELG1 repair inh: qHTS screen for small molecules that inhibit ELG1-dependent DNA repair in human embryonic kidney (HEK293T) cells expressing luciferase-tagged ELG1. 2.3% of 330,000 active. Potency, µM (titrated, usually from 46.1 µM), without a hit: at the top dose activity change, negative = inhibition, actives largely listed as inhibitors. HEK293T ELG1-luciferase reporter, luminescence, 16 h; DNA damage induced by 5-fluorouridine. AID 504467, 2011; further: potency means the concentration at half of the fitted maximal effect; on the % scale 0 is the no-effect control and ±100 the full control effect; nearly all actives have a fitted effect of over 55% in size
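In this reporter screen, reduction of luminescence relative to DMSO vehicle indicated activity. Compounds and 5-fluorouridine were added together to 2,000 cells per well, incubated for 16 hr at 37 °C, then developed with ONE-Glo.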
ELG1 genotoxic: qHTS screen for small molecules that induce genotoxicity in human embryonic kidney (HEK293T) cells expressing luciferase-tagged ELG1 | HEK293T ELG1-luciferase reporter, luminescence, 16 h | Potency, µM (doses to about 46 µM), for the others: at the highest dose activity change, positive = activation, actives largely listed as activators | 1.3% of 330,000 active | AID 504466, 2011; further: potency means the concentration at half of the fitted maximal effect; % of control where 0% means no effect; nearly all actives have a fitted effect of over 60% in size
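16 hr compound incubation (37 °C, 5% CO2) of HEK293T cells carrying luciferase-tagged ELG1; luciferase then measured by ONE-Glo luminescence after 30 min at RT.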
NPC1 prom act: qHTS Assay for NPC1 Promoter Activators. Huh7 NPC1 promoter luciferase reporter, 24 h. Potency, µM (titrated, usually from 9.22 µM), for inactives: at the highest dose activation, usual class: activators. 2.4% of 320,000 active. AID 485313, 2010;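 further: potency means the concentration at half of the fitted maximal effect; % of control where 0% means no effect; nearly all actives have a fitted effect of over 60% in size; reporter is driven by a mutant NPC1 promoter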
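Huh7 cells stably carrying NPC1 promoter–luciferase, plated in Opti-MEM with 10% FBS for 2 h, were exposed to compound in DMSO for 24 h at 37 °C; luciferase reagent was added for 10 min and luminescence read.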
* marks the source's active call; other numbers are inactive results; ? = inconclusive; . = no result given; [ ] = dose if it differs, or a comment. Unless noted, the call rests on the fitted dose curve; in most records, active means well fitted curve in the direction sought with a large enough effect; inconclusive means small, poorly fitted or top-dose-only effect, or another doubt; inactive means no such curve, though single readings can be large; an effect the other way counts as inactive or inconclusive.

compound	TRPV1 agonist	FLuc counter	ELG1 repair inh	VP16 counter	RORg inh	BRCA1 expr act	Tb PFK block	NPC1 prom act	ELG1 genotoxic	p53 reactivator	Rab9 prom act
COc1ccc(S(=O)(=O)N2CCN(C(=O)CN3C(=O)NC4(CCCC4)C3=O)CC2)cc1	-1	4%	?	-7%	4%	12%	-1%	-3%	0%	-6%	11%
O=C(NCC1CCCO1)C(c1cccnc1)N(C(=O)Cc1cccs1)c1ccccc1 (stereo not given)	.	11µM*	?	-6%	27%	-2%	0%	?	10%	7%	?
COc1ccc2nnc(-c3ccccc3)n2n1	-2	0%	10%	-2%	-27%	0%	4%	-1%	1%	-2%	-2%
CCOc1ccc(NC(=O)C2=C(C)NC(=S)NC2c2ccc(O)c(OC)c2)cc1 (stereo not given)	-1	-4%	-11%	1%	11%	-20%	-7%	2%	-4%	-11%	-3%
C[C@H]1COC(=O)[C@H](CC(=O)OC(C)(C)C)C/C=C\C[C@H](CC(=O)N(CCO)Cc2ccccc2)C(=O)N1	.	.	5%	.	.	1%	0%	.	3%	-4%	.
Cn1c(=O)c2c(nc(-n3ccnc3)n2C)n(C)c1=O	1	7%	0%	.	3%[0.365 µM]	-5%	-3%	0%	3%	-11%	-2%
COc1cc(OC)cc(C(=O)O/N=C(\N)c2ccncc2)c1	1	?	28%	-6%	-16%	40%	1%	2%	-2%	14%	-2%
O=C(COC(=O)/C=C/c1ccccc1[N+](=O)[O-])NCC1CCCO1 (stereo not given)	3	-4%	18%	7%	-4%	-13%	-7%	-3%	0%	1%	10%
COC(=O)c1ccc(-c2nc(CN3CCN(Cc4cccc(C)c4)CC3)c(C)o2)cc1	4	-19%	15%	3%	2%	-10%	0%	2%	-6%	.	15%
O=C(NCc1ccc(F)cc1)C(C(=O)NCc1ccc(F)cc1)c1ncc(C(F)(F)F)cc1Cl	5	1%	?	0%	-3%	-22%	-5%	-2%	?	7%	0%
Cc1cc(C)cc(OC2CCCCC2NS(=O)(=O)c2ccccc2)c1 (stereo not given)	21	2%	?	?	?	-31%	-4%	-15%	1%	-1%	-1%
O=C(Nc1nc2ccc(F)cc2s1)C1CCN(S(=O)(=O)c2cc([N+](=O)[O-])ccc2Cl)CC1	-2	11µM*	?	5µM*	?	-49%	0%	-21%	-13%	?	-19%

Continued.
compound	TRPV1 agonist	FLuc counter	ELG1 repair inh	VP16 counter	RORg inh	BRCA1 expr act	Tb PFK block	NPC1 prom act	ELG1 genotoxic	p53 reactivator	Rab9 prom act
Cc1ccc(-n2c(SCC(N)=O)nnc2-c2cccnc2)c(C)c1	0	-2%	-1%	4%	4%	6%	-2%	1%	0%	0%	14%
C=C(C)CNC(=S)N/N=C(\C)c1ccc(-n2ccnc2)cc1	-2	5%	?	7.9µM*	6.3µM*	-22%	?	-4%	2%	-5%	-1%
COC(=O)C(CC(=O)Nc1cc(C)ccc1C)Nc1ccccc1OC (stereo not given)	0	4%	-9%	2%	-17%	6%	-1%	-1%	0%	9%	-2%
COc1ccc(-c2cc3onc(-c4c(Cl)cccc4Cl)c3c(=O)n2C)cc1	-1	?	?	.	.	-12%	0%	-1%	-4%	4%	1%
O=C(c1cccc(S(=O)(=O)NCc2ccccc2)c1)N1CCN(c2cccc(C(F)(F)F)c2)CC1	?	1%	-20%	-7%	?	-65%	1%	-4%	-20%	-10%	-1%
CC(C)Oc1ccc(S(=O)(=O)N2CCOCC2)cc1NC(=O)c1cc([N+](=O)[O-])ccc1N1CCOCC1	-3	4%	?	.	.	-27%	-1%	1%	-14%	-1%	-3%
O=C1NC(=O)C2(COC(c3cccc([N+](=O)[O-])c3)OC2)S1 (stereo not given)	0	-2%	-20%	14%	9%	0%	8%	-1%	-1%	1%	3%
CCN(CC)C(=O)Cn1cc(S(=O)(=O)CC(=O)NCCc2ccccc2)c2ccccc21	1	1%	-14%	-3%	-1%	-8%	0%	4%	-6%	-1%	-2%
Cc1noc(C)c1C(=O)OCC(=O)Nc1cc(S(=O)(=O)N2CCOCC2)ccc1Cl	3	-1%	-11%	-6%	9%	.	-1%	0%	-2%	-3%	1%
COCC(=O)Nc1nc2ccccc2s1	2	?	.	7%	20%	72%	.	.	.	.	.
Cc1nc2ccccc2c(=O)n1/N=C/c1ccc(O)cc1	1	-11%	18%	9%	37%	0%	5%	11%	15%	1%	0%
COc1cc(C(=S)N2CCCC2)cc(OC)c1OS(=O)(=O)c1ccc(NC(C)=O)cc1	-8	-1%	-26%	6%	36%	-29%	-10%	-6%	-2%	-10%	-17%

Next part:
compound	TRPV1 agonist	FLuc counter	ELG1 repair inh	VP16 counter	RORg inh	BRCA1 expr act	Tb PFK block	NPC1 prom act	ELG1 genotoxic	p53 reactivator	Rab9 prom act
CCOc1cc(N2CCOCC2)c(OCC)cc1NC(=O)c1c(-c2ccccc2)noc1C	13	.	?	.	.	-19%	-3%	-1%	-3%	-8%	-1%
COCCn1c(SCC(=O)NNC(=O)c2ccccc2)nc2ccccc2c1=O	0	2%	9%	10%	-17%	-7%	9%	0%	1%	1%	-1%
CC(C)C(C)NC(=O)COC(=O)/C=C/c1ccc(S(=O)(=O)N2CCc3ccccc32)cc1 (stereo not given)	-1	0%	0%	5%	18%	0%	-4%	0%	-2%	?	-1%
COc1ccc(CN2CCN(Cc3cccc(Oc4ccccc4)c3)CC2)c(OC)c1OC	0	2%	-19%	0%	36%	-37%	0%	-2%	-10%	5%	-6%
Cc1ccc(CN(C)CC(=O)Nc2ccc3c(c2)CCC3)cc1	?	-12%	12%	-14%	25%	20%	4%	0%	2%	-3%	-1%
O=C(O)c1ccccc1N/N=C/c1cc(Br)cc(Br)c1O	-15	7.6µM*	?	?	16%	45%	-7%	1.6µM*	?	?	1.4µM*
O=C(NCc1ccc2c(c1)OCO2)Nc1ccc(F)cc1	?	?	?	7%	41%	10µM*	-7%	30%	?	22%	?
CCOC1CCCCC1NS(=O)(=O)c1ccc(Cl)cc1 (stereo not given)	5	-1%	-2%	-2%	31%	-20%	-4%	-2%	1%	-3%	-4%
Cc1cccc(N2CCN(C(=O)NC3CCCCC3)CC2)c1C	?	?	8%	-7%	?	0%	-2%	17%	4%	.	?
COc1ccc(NC(=O)N(C)C[C@H]2Oc3ccc(NC(=O)C4CC4)cc3CC(=O)N([C@@H](C)CO)C[C@@H]2C)cc1	.	.	6%	.	.	2%	16%	.	-5%	10%	.
CCC(C)N(C(=O)Cn1nnc2ccccc21)C(C(=O)Nc1ccc(F)cc1)c1cccc(OC)c1 (stereo not given)	2	1%	-24%	0%	23%	-58%	1%	0%	-8%	10%	-9%
Cc1nn2c(NCc3ccccn3)c3c(nc2c1-c1ccccc1)CCC3	27	-10%	10µM*	0.56µM*	0.1µM*	-69%	-13%	-39%[inhibitor]	-16%	9%	-30%[inhibitor]

The list goes on:
compound	TRPV1 agonist	FLuc counter	ELG1 repair inh	VP16 counter	RORg inh	BRCA1 expr act	Tb PFK block	NPC1 prom act	ELG1 genotoxic	p53 reactivator	Rab9 prom act
CCC(=O)N1C(C(=O)NCc2ccc(OC)cc2)CSC1c1ccc(OC)cc1 (stereo not given)	4	5%	-5%	-1%	-1%	-24%	4%	-1%	-1%	-3%	4%
O=C(c1ccccc1)N1CCN(C2CC(=O)N(CCc3ccccc3)C2=O)CC1 (stereo not given)	0	1%	-2%	0%	11%	-4%	4%	3%	-12%	5%	1%
CC(C)n1c(C(O)c2ccc3c(c2)OCO3)nc2ccccc21 (stereo not given)	0	-2%	-10%	?	?	0%	6%	-7%	-5%	-1%	-7%
Cc1cccc(OCCSc2nncn2C)c1	0	-1%	?	12%	23%	59%	-2%	9%	13%	9%	14%

Screens as filed in PubChem.

This is a random part of the collection. Share with any hit: about 15%.
